Screening results (PubChem BioAssay)
hERG WT inh = KCNH2 (human, wildtype) channel inhibition; activity change, % at 1.84 µM; AID 720551; 340,000 tested, 0.37% active; Q12809; U2OS, BacMam KCNH2, thallium flux FluxOr; stronger effect = lower value;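 active means maximum activity change below -70%; inconclusive means maximum activity change between -70% and -50%; inactive means maximum activity change above -50%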; further: on the % scale 0 is the no-effect control and ±100 the full control effect
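U2OS cells transduced with wild-type KCNH2 virus are loaded with FluxOr dye for 45 min, and thallium flux is measured in kinetic reads before and after stimulation buffer. Rate constants are normalized to DMSO controls.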
USP2a inh = inhibitors of human ubiquitin-specific protease USP2a; O75604; USP2 core, Ub-CHOP2 coupled fluorogenic reporter, 485/531; Potency, µM (series often up to 38.3 µM), without a hit: at the highest dose activity change, negative = inhibition, most hits filed as inhibitors; 330,000 tested, 0.01% active; AID 463254;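 further: potency means the concentration at half of the fitted maximal effect; plate controls were DMSO wells for no effect and full inhibition by NEM control for full effect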
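Cell-free coupled assay: 10nM USP2 core preincubated 30min RT with compound in Tris-HCl pH 8.0/CaCl2/CHAPS buffer, then 25nM Ub-CHOP2 and 25nM reporter substrate; fluorescence (Ex 485/Em 531) read after 60min RT, normalized to NEM inhibition, concentration-response curves fitted.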
TSHR antag = antagonists of human thyroid stimulating hormone receptor; TSHR-expressing cells, TSH-stimulated cAMP HTRF, 2 h; stronger effect = lower value; activity change, negative = inhibition, % at 11.5 µM; 330,000 tested, 0.2% active; AID 504810;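 active means activity change below a set negative limit, meaning inhibition stronger than a set level, cut at about -70% in these data; inconclusive means activity change between two set negative limits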; further: on the % scale 0 is the no-effect control and ±100 the full control effect
Target sequence (P16473 whole entry, looked up): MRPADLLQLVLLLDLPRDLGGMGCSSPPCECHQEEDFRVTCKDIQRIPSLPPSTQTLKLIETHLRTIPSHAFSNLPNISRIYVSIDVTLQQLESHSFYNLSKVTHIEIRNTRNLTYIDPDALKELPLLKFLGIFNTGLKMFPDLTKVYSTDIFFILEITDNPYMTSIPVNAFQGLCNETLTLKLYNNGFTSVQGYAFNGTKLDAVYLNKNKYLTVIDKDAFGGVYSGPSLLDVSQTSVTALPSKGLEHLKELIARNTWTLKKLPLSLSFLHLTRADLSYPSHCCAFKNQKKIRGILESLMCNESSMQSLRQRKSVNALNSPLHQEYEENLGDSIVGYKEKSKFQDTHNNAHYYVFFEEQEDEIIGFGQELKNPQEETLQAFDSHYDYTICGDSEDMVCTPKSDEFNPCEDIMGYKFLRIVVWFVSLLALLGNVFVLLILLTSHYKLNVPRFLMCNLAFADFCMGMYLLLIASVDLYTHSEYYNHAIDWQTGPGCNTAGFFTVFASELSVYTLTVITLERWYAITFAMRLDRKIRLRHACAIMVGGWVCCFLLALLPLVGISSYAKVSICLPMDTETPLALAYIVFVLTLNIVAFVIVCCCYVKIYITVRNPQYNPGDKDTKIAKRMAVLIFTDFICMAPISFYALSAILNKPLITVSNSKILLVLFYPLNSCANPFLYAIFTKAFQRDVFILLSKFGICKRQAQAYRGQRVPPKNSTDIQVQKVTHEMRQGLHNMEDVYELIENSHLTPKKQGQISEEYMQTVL
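Read-out is FRET at 665 nm (cryptate excitation 337 nm) from a cryptate-tagged anti-cAMP antibody, competed by cell cAMP against cAMP-d2. Compounds are tested on freshly harvested TSHR cells challenged with 4nM TSH (EC80) for 2 hours at 37 deg C.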
Eya2 inh = inhibitors of human Eya2 phosphatase activity. O00167. recombinant Eya2, OMFP fluorescence dephosphorylation (OMFP is methylfluorescein phosphate). Potency, µM (doses to about 76.9 µM), inactives show at the highest dose activity, negative = inhibition, most hits filed as inhibitors. 330,000 tested, 0.006% active. AID 488837; further: potency means the concentration at half of the fitted maximal effect; on the % scale 0 is the no-effect control and ±100 the full control effect
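Eya2 protein (added as 0.2 uM solution) was preincubated with compound for 10 min at ambient temperature in 50 mM HEPES pH 7.5, 50 mM NaCl, 5 uM MgCl2, 0.05% BSA, 1 mM DTT. OMFP (added at 50 uM) then reacted 10 min; fluorescence read at 485/525 nm.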
KCNH2 3.1 inh = KCNH2 3.1 (human) potassium channel inhibition | U2OS KCNH2 3.1, thallium flux FluxOr; stronger effect = lower value | activity change, % (tested at about 1.8 µM) | 340,000 tested, 0.95% active;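 active means maximum activity change below -70%; inconclusive means maximum activity change from -70% to -50%; inactive means maximum activity change above -50%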;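 further: thallium influx rate constant from kinetic fluorescence after stimulation buffer; on the % scale 0 is the no-effect control and ±100 the full control effect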
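U2OS cells transduced with KCNH2 3.1 mutant virus (1.77 x 10^8 /mL, 4 h), plated overnight at 37 C, loaded 45 min with FluxOr dye plus Red40 quencher. Thallium flux rate constant from kinetic reads after stimulation buffer, normalised to controls.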
AT treatment = candidate therapy for ataxia-telangiectasia. […] A-T fibroblasts, KAP-1 phosphorylation AlphaLISA; neocarzinostatin DNA damage 30 min before lysis. Potency, µM (top dose mostly 57.5 µM), for the others: top-dose activation, hits mostly activators. 320,000 tested, 0.19% active. AID 485349; further: potency means the concentration at half of the fitted maximal effect; % of control where 0% means no effect; nearly all actives have a fitted effect of over 45% in size
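hTERT-immortalized A-T patient fibroblasts ([…]), 500 cells/well in OPTI-MEM, 1% FBS, got compounds for 60 min, then NCS for 30 min at 37C. Lysates were then assayed for phospho-KAP-1 by AlphaLISA (anti-pKAP1 donor, anti-KAP1 acceptor beads), 6 hr at 25C.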
TCR act = activators of T cell receptors. primary human leukocytes, anti-CD3, IL-2 HTRF, 48 h. 330,000 tested, under 10 active. Potency, µM (series often up to 9.22 µM), for inactives: top-dose activation of IL-2 secretion, hits mostly activators; further: % of control where 0% means no effect
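1) Mix primary human leukocytes, a-CD3 beads and compound. 2) Incubate 48 hr. 3) Add HTRF IL-2 reagents (a-IL-2-K, a-IL-2-d2).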
Mito fusion yeast = mitochondrial division inhibition or fusion activation; S. cerevisiae fusion-defective mutant growth rescue, CellTiterGlo 48 h; Potency, µM (highest dose often 46.1 µM), for inactives: at the highest dose growth rescue (activation), hits mostly activators; 320,000 tested, 0.23% active; AID 485298;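 further: potency means the concentration at half of the fitted maximal effect; % of control where 0% means no effect; nearly all actives have a fitted effect of over 45% in size; temperature-sensitive fusion mutants such as fzo1-1 at 37 °C on non-fermentable ethanol glycerol medium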
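Growth-rescue viability read-out: after 48 h at the non-permissive 37C in glycerol/ethanol YPEG, yeast mitochondrial fusion mutants are measured by CellTiterGlo luminescence; compounds (23 nl pinned per well) restoring growth score as division inhibitors or fusion activators.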
ELG1 repair inh = ELG1-dependent DNA repair inhibition; HEK293T ELG1-luciferase reporter, luminescence, 16 h; DNA damage induced by 5-fluorouridine; Potency, µM (top dose mostly 46.1 µM), for inactives: at the highest dose activity change, negative = inhibition, actives largely listed as inhibitors; 330,000 tested, 2.3% active; AID 504467; further: potency means the concentration at half of the fitted maximal effect; on the % scale 0 is the no-effect control and ±100 the full control effect; nearly all actives have a fitted effect of over 55% in size
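Quantitative HTS, concentration-response format. 2,000 cells/well co-treated with 5-fluorouridine and compound, 16 hr in 5% CO2 at 37 °C; ONE-Glo luminescence read after 30 min.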
TRPV1 agonist = activates the human vanilloid receptor TRPV1. TRPV1-expressing cells, Fluo-8 calcium influx, agonist mode. activation, % at 8.33 µM. 320,000 tested, 0.19% active. AID 540275; in the data active means activation above about 80%; inconclusive means between about 30% and that limit; further: 0% is about no effect
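TRPV1-expressing cells were cultured overnight at 35.5C and loaded with Fluo-8 calcium dye for 40 to 90 min at room temperature. After a 10 s baseline, compound was added and calcium influx was read kinetically for 3 min (ex 480/em 520 nm).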
The depositor's hits bear a star; ? = inconclusive; . = no result given; [ ] = another dose, or the depositor's remark. Unless noted, the call rests on the fitted dose curve; in most records, active means well fitted curve in the direction sought with a large enough effect; inconclusive means small, poorly fitted or top-dose-only effect, or another doubt; inactive means no such curve, though single readings can be large; an effect the other way counts as inactive or inconclusive. A portion of the library; count on the stated rates, not on these rows.

Values run as follows: hERG WT inh	USP2a inh	TSHR antag	Eya2 inh	KCNH2 3.1 inh	AT treatment	TCR act	Mito fusion yeast	ELG1 repair inh	TRPV1 agonist
Cc1c(N2C(=O)CS/C2=N\N=C\c2ccccc2O)c(=O)n(-c2ccccc2)n1C
→ 0	1%	-12	5%	1	-3%	-3%	0%	23%	-1
Cc1cc(C)c(C)c(S(=O)(=O)Nc2cccc(S(=O)(=O)Nc3ccccc3C(=O)O)c2)c1C
→ 1	-1%	-3	5%	13	16%	-5%[46.1 µM]	.	11%	.
Cc1cc(C(=O)NC2CCC(O)CC2)c(C)o1 (stereo not drawn)
→ -5	3%	.	-22%	7	-9%	2%	.	?	.
Cc1ccc(C(=O)OCc2nnc(-c3ccc(Br)cc3)o2)cc1
→ -4	-3%	7	13%	-17	1%	7%	2%	-20%	5
Cc1ccccc1-c1nn(-c2ccc(F)cc2F)cc1CNCCCO
→ 6	1%	-13	-9%	-1	4%	3%	-4%	3%	10
CC/C(=N/NS(=O)(=O)c1ccc(Cl)cc1)c1ccc(O)cc1
→ 6	1%	-3	-2%	-4	6%	6%[46.1 µM]	-11%	7%	1
O=C(Nc1ccc(-c2nnc3n2CCCCC3)cc1)c1cnccn1
→ -10	-1%	4	-3%	11	5%	-5%	4%	0%	2
Cc1ccc(-n2nc3c(=O)n(CCCC(=O)NCc4ccccc4Cl)nc(C)c3c2C)cc1
→ 5	-1%	-25	-11%	-5	0%	-1%	-2%	?	-2
CC1CCCN(c2ccc(C(=O)OCn3nnc4ccccc4c3=O)cc2[N+](=O)[O-])C1 (stereo not drawn)
→ -5	-1%	-17	11%	4	8%	6%[46.1 µM]	9%	-6%	18
Brc1cccc(-c2cnc3n2CCCCC3)c1
→ 4	-6%	-14	0%	-16	.	2%	-1%	?	-13
COc1cc(OC)c2cc(C(=O)N[C@@H](Cc3ccccc3)C(=O)O)n(C)c2c1
→ 20	-2%	-6	5%	15	-4%	3%	-1%	20%	-2
COc1cc2c(cc1OC)CN(c1ncccc1[N+](=O)[O-])CC2
→ 1	-5%	-8	-7%	5	8%	6%	24%	?	7
COC(=O)CCCNC(=O)c1ccc(S(=O)(=O)NCc2ccco2)cc1
→ -3	0%	-8	18%	21	-5%	-1%	-1%	2%	-2
O=C(O)COc1nsnc1N1CCOCC1
→ -3	-1%	5	0%	37	9%	3%	-2%	1%	-1
Cc1nn(CC(=O)Nc2nccs2)c(C)c1[N+](=O)[O-]
→ -6	3%	-3	5%	5	0%	-6%	4%	?	-3
CCOc1ccc(CC(=O)NNC(=S)NC2CCCCC2)cc1OCC
→ -9	2%	14	4%	-3	5%	-2%[46.1 µM]	-1%	-11%	1
O=C(Nc1nnc(-c2ccccc2F)s1)C1CCN(S(=O)(=O)c2ccc(Cl)cc2)CC1
→ 1	10%	-1	0%	3	4%	-2%[46.1 µM]	1%	-7%	1
CNC(=S)NNc1nncc2ccccc12
→ 18	2%	-9	-15%	15	-1%	-5%	-1%	-1%	-3
Cc1ccccc1NC(=O)C1C2CC/C=C\CCC21 (stereo not drawn)
→ 0	4%	-3	-11%	-11	-20%	-1%[46.1 µM]	8%	-6%	9
CN(C)c1ccc(/C=N\NC(=O)c2ccc(Cn3cc(Cl)cn3)cc2)cc1
→ -4	1%	-6	-6%	-3	2%	-4%	20%	?	25
COc1ccccc1C(=O)NCCCNC(=O)c1cccnc1
→ 3	1%	-7	-2%	-2	5%	-3%	-3%	?	-2
O=C(c1ccccn1)N1N=C2/C(=C/c3ccccc3)CCCC2C1c1ccccc1 (stereo not drawn)
→ 5	-10%	64	-3%	-21	-15%	0%[46.1 µM]	?	-9%	19
CC(C)N(C(=O)Cn1c(=O)oc2ccccc21)c1ccccc1
→ 4	2%	10	0%	-5	17%	-3%	2%	1%	-1
COc1cccc(NC(=O)NC(C)C2CC3CCC2C3)c1 (stereo not drawn)
→ 33	-2%	-9	5%	-4	-4%	.	1%	-15%	?
Nc1ccc(Cc2ccccn2)cc1
→ -5	1%	1	-4%	1	2%	10%	-4%	6%	0
COc1cccc(CNC(=O)CSc2nnc3c(n2)[nH]c2ccc(OC)cc23)c1
→ 1	2%	6	10%	6	3%	-5%	-2%	0%	-2
COc1ccc(NC(=O)/C=C/c2cccc(Br)c2)cn1
→ -1	7%	-12	2%	5	-2%	2%	13%	?	?
COc1ccc(C(CC(=O)O)N2Cc3ccccc3C2=O)cc1 (stereo not drawn)
→ 9	1%	-1	5%	-1	0%	-2%	-3%	11%	5
CCCCOc1ccc(/C(O)=C2/C(=O)C(=O)N(CCCOC)C2c2ccncc2)cc1C (stereo not drawn)
→ -32	0%	-9	-6%	-7	0%	.	2%	11%	0
COCCn1nnnc1C(c1cccs1)N1CCN(c2cccc(C(F)(F)F)c2)CC1 (stereo not drawn)
→ -16	4%	-16	-12%	-7	2%	-3%	10%	-7%	1
Cc1ccc(C(=O)Nc2cccc(N(C)S(C)(=O)=O)c2)cc1S(=O)(=O)Nc1ccccc1
→ 14	2%	-12	-6%	6	0%	-1%	-2%	?	-3
Cc1ccc(C(=O)N/C(=C\c2ccco2)C(=O)NCCN2CCCCC2)cc1C
→ 40	0%	.	-23%	-21	-15%	-3%	0%	14%	-1
C=CCn1c(SCc2nc3cc(C(=O)OC)ccc3c(=O)[nH]2)nc2sc(CC)cc2c1=O
→ 1	0%	15	-7%	8	-3%	-3%[46.1 µM]	0%	8.2µM*	1
CCN(CC(=O)NCc1cccs1)C(=O)Cc1ccc(C)c(C)c1
→ 1	1%	19	-6%	0	-10%	3%	.	18%	.
CC(=O)c1cccc(NC(=O)CN2C(=O)c3cccnc3Oc3ccc(Cl)cc32)c1
→ -13	-1%	5	-17%	-18	6%	-4%	10%	?	22
O=C(/C=C/c1ccco1)Oc1cccc2cccnc12
→ 1	3%	8	-28%	-2	-5%	-5%	2%	?	-1
O=C(c1ccc(Cl)c(S(=O)(=O)N2CCCCCC2)c1)N1CCCC1
→ -8	1%	4	0%	1	15%	-3%	0%	?	15
Cc1ccccc1C(=O)OCCN(C)Cc1ccccc1
→ 0	1%	-5	-14%	.	9%	-4%	0%	5%	16
N#CC(C#N)=C1C=C2C=C(N3CCCCCC3)CCC2CC1 (stereo not drawn)
→ .	?	-31	?	-45	17%	-7%[46.1 µM]	?	?	93*

Entries of single compounds, looked up by structure.
Cc1ccc(C(=O)Nc2cccc(N(C)S(C)(=O)=O)c2)cc1S(=O)(=O)Nc1ccccc1 across the screens: hERG WT inh: 14; USP2a inh: 2%; TSHR antag: -12; Eya2 inh: -6%; KCNH2 3.1 inh: 6; AT treatment: 0%; TCR act: -1%; Mito fusion yeast: -2%; ELG1 repair inh: ?; TRPV1 agonist: -3
C=CCn1c(SCc2nc3cc(C(=O)OC)ccc3c(=O)[nH]2)nc2sc(CC)cc2c1=O across the screens: hERG WT inh: 1; USP2a inh: 0%; TSHR antag: 15; Eya2 inh: -7%; KCNH2 3.1 inh: 8; AT treatment: -3%; TCR act: -3%[46.1 µM]; Mito fusion yeast: 0%; ELG1 repair inh: 8.2µM*; TRPV1 agonist: 1
O=C(/C=C/c1ccco1)Oc1cccc2cccnc12 across the screens: hERG WT inh: 1; USP2a inh: 3%; TSHR antag: 8; Eya2 inh: -28%; KCNH2 3.1 inh: -2; AT treatment: -5%; TCR act: -5%; Mito fusion yeast: 2%; ELG1 repair inh: ?; TRPV1 agonist: -1
